# High-throughput results (PubChem BioAssay)
# Pf Dd2 inh: blocks growth of Plasmodium falciparum Dd2 parasites; P. falciparum Dd2 growth, SYBR Green, 72 h; active compounds read low; activity change, % at 10 µM; hit rate 2.3% among 94,000; in the data active means activity change below about -80%; inconclusive means no clear call, values can overlap the other calls
# Tcruzi prolif: blocks T. cruzi growth in NIH3T3 culture. T. cruzi beta-gal in NIH3T3, GalScreen luminescence, 90 h. inhibition, % at 8.34 µM. hit rate 5.9% among 77,000;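 active means mean inhibition above about 93%, with at least 55% of replicates each passing it, limit read from the data, passing the limit was not always enough; inconclusive means only one of those two conditions holds; inactive means neither condition holds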
# GASC1 inh: inhibitors of human demethylase GASC-1 KDM4C | Q9H3R0 | GST-KDM4C 2-372, H3K9me3 peptide, LANCE TR-FRET | inhibition, % at 12.5 µM | hit rate 0.15% among 96,000 | AID 720574;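 active means mean replicate inhibition above about 25%, with at least 55% of replicates also reaching it, limit read from the data, passing the limit was not always enough; inconclusive means only one of those two conditions met; inactive means neither condition met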
# Target sequence (Q9H3R0 2-372 limits assumed): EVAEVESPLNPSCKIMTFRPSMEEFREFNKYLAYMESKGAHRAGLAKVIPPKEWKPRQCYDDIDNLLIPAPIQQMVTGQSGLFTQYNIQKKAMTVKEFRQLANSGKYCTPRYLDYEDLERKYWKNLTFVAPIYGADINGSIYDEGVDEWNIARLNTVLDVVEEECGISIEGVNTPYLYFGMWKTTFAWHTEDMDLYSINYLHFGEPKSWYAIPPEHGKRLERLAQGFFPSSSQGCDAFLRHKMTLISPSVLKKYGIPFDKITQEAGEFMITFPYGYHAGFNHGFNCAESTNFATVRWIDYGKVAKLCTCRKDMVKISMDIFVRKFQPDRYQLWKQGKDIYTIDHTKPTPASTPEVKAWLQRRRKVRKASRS
#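 System: N-terminal GST-fused human GASC-1 (KDM4C) fragment, residues 2-372 / Amount: 10 nM GST-KDM4C in enzyme reaction / Also added: H3K9me3 peptide with Fe(II)/2OG / Times: 30 min demethylation and 1 h detection at room temperature / Signal: LANCE TR-FRET / Read-out basis: Fall in 671/618 emission ratio as inhibition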
# C diff HTS: C. difficile growth inhibition; Clostridium difficile clinical isolate growth, OD600, 24 h; active compounds read low; growth activity, negative = inhibition, % at 16 µg/mL (by protocol); hit rate 0.25% among 86,000;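 active means mean growth activity at or below -80% and every replicate also at or below -80%; inconclusive means mean at or below -80% but some replicate above -80%; inactive means mean growth activity above -80%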;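 further: 0% = DMSO wells and -100% = levofloxacin 16 µg/mL wells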
# * hit, by the source's call; ? = inconclusive; · = not tested or not shown; & = joins results of further samples.
SMILES,Pf Dd2 inh,Tcruzi prolif,GASC1 inh,C diff HTS
C[C@@H]1CN([C@H](C)CO)C(=O)c2cccc(NS(=O)(=O)c3ccc(Cl)cc3)c2O[C@@H]1CN(C)Cc1ccc(-c2ccccc2)cc1,-23,85,-1.5,2
C[C@@H]1CN([C@H](C)CO)C(=O)c2cc(NS(=O)(=O)c3cn(C)cn3)ccc2O[C@@H](C)CCCCO[C@H]1CN(C)C(=O)Nc1ccc(F)cc1,6,3,-0.1,7
COc1ccc(CN2[C@@H]3CN(C(=O)C4CC4)c4ccccc4[C@@H]3[C@@H]2CO)cc1,-6,25,-0.8,-5
C[C@@H]1CN([C@H](C)CO)C(=O)c2cc(C#Cc3ccccc3F)cnc2O[C@@H]1CN(C)C(=O)Cc1cccnc1,-1,·,-1.3,-1
C[C@H](CO)N1C[C@H](C)[C@@H](CN(C)Cc2ccc(C(=O)Nc3ccccc3N)cc2)Oc2c(NS(=O)(=O)c3ccccc3)cccc2C1=O,-37,·,0.1,9
CC(C)CC#Cc1ccc2c(c1)O[C@H](CN(C)C(=O)Nc1ccccc1F)[C@@H](C)CN([C@@H](C)CO)S2(=O)=O,-72,84,0.8,1
CO[C@@H]1CN(C)C(=O)c2ccc(NC(=O)C3CCCC3)cc2OC[C@@H](C)N(Cc2ccc(F)cc2)C[C@H]1C,-66,94,1.7,·
O=C(C[C@@H]1C[C@@H]2c3cc(NC(=O)C4CCC4)ccc3O[C@@H]2[C@H](CO)O1)NCc1cc(F)ccc1F,-16,51,-0.4,-40
Cc1ccc(S(=O)(=O)N2C[C@H](O)COC[C@H]3O[C@H](CC(=O)N[C@H]4CCN(Cc5ccccc5)C4)CC[C@@H]32)cc1,-17,-34,-0.3,·
COc1ccc(CN(C)C[C@@H]2OCCCC[C@H](C)Oc3ccc(NC(=O)CCC(F)(F)F)cc3C(=O)N([C@@H](C)CO)C[C@H]2C)cc1,-45,28,-1.3,0
C[C@@H]1CN([C@@H](C)CO)C(=O)Cc2cc(NC(=O)C3CC3)ccc2O[C@@H]1CN(C)S(=O)(=O)c1ccccc1,3,14,-0.3,9
CO[C@@H]1CC[C@@H]2CCOc3ccc(C#N)cc3C(=O)N(C)C[C@@H](OC)[C@H](C)C(=O)N(C)C[C@@H]1O2,·,17,1.8,4
C/C=C/c1ccc2c(c1)[C@H]1[C@H](CCN1S(=O)(=O)c1cn(C)cn1)[C@H](CO)N2,-1,·,0.8,-8
C[C@@H]1CN([C@H](C)CO)C(=O)c2cc(NC(=O)CCCN(C)C)ccc2O[C@@H](C)CCCCO[C@@H]1CN(C)C(=O)c1ccccc1,·,-5,3.8,-2
Cc1noc(C)c1NC(=O)Nc1ccc2c(c1)C(=O)N([C@H](C)CO)C[C@@H](C)[C@@H](CN(C)C)OCCCC[C@@H](C)O2,38,27,0.6,-1
C[C@H]1CCCCO[C@@H](CN(C)CC2CCCCC2)[C@@H](C)CN([C@@H](C)CO)C(=O)c2cc(NC(=O)Nc3ccccc3)ccc2O1,-83*,90,-0.6,4
C[C@H]1CN([C@@H](C)CO)C(=O)c2cc(NC(=O)Nc3ccccc3)ccc2O[C@H]1CN(C)C(=O)Nc1ccc2c(c1)OCO2,-14,28,1.2,·
C[C@@H]1CN([C@@H](C)CO)C(=O)Cc2cc(NC(=O)Nc3ccc(C(F)(F)F)cc3)ccc2O[C@@H]1CN(C)C(=O)Nc1ccc2c(c1)OCO2,-64,13,3.4,-8
CCS(=O)(=O)Nc1ccc2c(c1)C(=O)N(C)[C@@H]1CC[C@H](CC(=O)NC)O[C@@H]1CO2,1,10,-1.5,-1
CCCC(=O)Nc1ccc2c(c1)C(=O)N(C)[C@@H]1CC[C@@H](CC(=O)NCC(F)(F)F)O[C@H]1CO2,0,9,2.1,-2
CN1C(=O)c2cc(NC(=O)NC3CCCC3)ccc2OC[C@H]2O[C@H](CC(=O)NCC3CC3)CC[C@H]21,21,13,0.6,-9
C[C@H]1CN([C@@H](C)CO)S(=O)(=O)c2ccc(C3=CCCCC3)cc2O[C@H]1CN(C)C(=O)CC1CC1,-31,80,0.5,4
O=C(C[C@H]1C=C[C@@H](NC(=O)c2ccccn2)[C@@H](CO)O1)NCc1cccc(F)c1,11,-38,-1.7,3
CC(C)NC(=O)Nc1ccc2c(c1)C(=O)N([C@@H](C)CO)C[C@H](C)[C@H](CN(C)C)O2,7,7,3.4,1
COc1ccc(S(=O)(=O)N(C)C[C@@H]2Oc3ncc(/C=C/c4ccccc4)cc3C(=O)N([C@H](C)CO)C[C@@H]2C)cc1,?,·,0.7,-5&10
# Later entries:
SMILES,Pf Dd2 inh,Tcruzi prolif,GASC1 inh,C diff HTS
C[C@H]1CCCCO[C@H](CN(C)S(=O)(=O)c2ccccc2)[C@@H](C)CN([C@@H](C)CO)C(=O)c2cc(NC(=O)Nc3ccccc3)ccc2O1,-69,14,-0.2,·
C[C@H]1CN([C@@H](C)CO)C(=O)Cc2cc(NC(=O)CCCCCC(=O)Nc3ccccc3N)ccc2O[C@H]1CN(C)C(=O)Nc1cccc2ccccc12,47,·,0.6,-4
CCOC(=O)N(C)C[C@@H]1OCc2cnnn2CCCC(=O)N([C@H](C)CO)C[C@H]1C,-12,0,-0.7,·
O=C(C[C@H]1CC[C@H]2[C@@H](COC[C@@H](O)CN2C(=O)Nc2ccc(Cl)cc2)O1)NCC1CC1,6,-52,0.2,·
COc1ccc(C(=O)Nc2ccc3c(c2)C(=O)N(C)C[C@H](OC)[C@H](C)CN(C)[C@H](C)CO3)cc1,18,-39,-1.1,2
COCC(=O)N1[C@H](CO)[C@H](c2ccccc2)C12CN(C(=O)NC1CCCC1)C2,35,·,-0.6,0
O=C(C1CC1)N1CC(=O)N2[C@H](CO)[C@H](c3ccc(-c4cccnc4)cc3)[C@H]2C1,24,·,-1.2,3
C[C@H](CO)N1C[C@H](C)[C@H](CN(C)S(=O)(=O)c2ccc(Cl)cc2)OCCCC[C@H](C)Oc2ccc(NS(=O)(=O)c3ccccc3)cc2C1=O,-56,?,-1.5,-7
C[C@@H]1CN([C@H](C)CO)S(=O)(=O)c2ccc(C#CCC3CCCC3)cc2O[C@H]1CN(C)C,-22,41,-1.2,21
COC(=O)[C@H]1[C@H](CO)[C@H]2Cn3c(ccc(-c4ccccc4)c3=O)[C@H]2N1C(=O)CC1CC1,·,-32,-0.3,-16
COc1ccc(NC(=O)N[C@H]2CC[C@@H](CCNC(=O)CCN3CCCCC3)O[C@H]2CO)cc1,0,-30,-0.1,·
COc1ccc(C#Cc2ccc3c(c2)O[C@@H](CN(C)C)[C@@H](C)CN([C@@H](C)CO)S3(=O)=O)cc1,-54,51,-1.0,5
O=C(C[C@H]1CC[C@H]2NC[C@@H](O)COC[C@@H]2O1)Nc1nccs1,·,-51,-1.4,6&-8
CC=Cc1ccc2n(c1=O)C[C@H]1[C@H](CO)[C@@H](C(=O)N3CCOCC3)[C@@H]2N1CC1CCCC1 (mixture of isomers),·,-21,2.8,2
CN1c2ccc(-c3ccccc3)cc2[C@@H]2[C@@H](CCN2C(=O)c2ccc(F)cc2)[C@@H]1CO,-6,92,-0.9,33
CC(C)NC(=O)N(C)C[C@@H]1Oc2ncc(C#CCc3ccccc3)cc2C(=O)N([C@@H](C)CO)C[C@@H]1C,-25,26,4.2,2
CCCN(C)C[C@H]1OCCCC[C@@H](C)Oc2ccc(N(C)C)cc2C(=O)N([C@H](C)CO)C[C@@H]1C,-54,95,-2.3,0
C[C@H]1CN([C@@H](C)CO)C(=O)c2cccc(NC(=O)Nc3ccccc3)c2O[C@@H]1CN(C)C(=O)Nc1ccccc1,12,6,1.9,-6
CCC(=O)N1C[C@@H](C)[C@H](OC)CN(C)C(=O)c2cc(NC(=O)c3ccc(OC)cc3)ccc2OC[C@H]1C,32,14,-0.7,0
C[C@@H]1CCCCO[C@H](CN(C)CC2CC2)[C@H](C)CN([C@@H](C)CO)C(=O)c2cc(NS(C)(=O)=O)ccc2O1,31,-5,0.8,-3
CC(C)NC(=O)N1[C@@H]2CN(C(=O)C3CCC3)c3ccccc3[C@@H]2[C@@H]1CO,7,9,-1.7,-4
CCCNC(=O)[C@H]1[C@H](CO)[C@H]2Cn3c(cccc3=O)[C@H]2N1CC1CC1,0,43,0.4,2
CN1CCN(C(=O)C[C@@H]2CC[C@H]3[C@@H](COC[C@H](O)CN3Cc3cccc(-c4ccncc4)c3)O2)CC1,-7,45,-0.7,·
CC(C)NC(=O)N[C@H]1CC[C@H](CC(=O)N2CCCCC2)O[C@H]1CO,22,-5,-0.5,·
C[C@@H]1CCCCO[C@H](CN(C)Cc2ccc3c(c2)OCO3)[C@@H](C)CN([C@@H](C)CO)C(=O)c2cc(NC(=O)C3CCCCC3)ccc2O1,-66,42,0.5,7
# (next part)
SMILES,Pf Dd2 inh,Tcruzi prolif,GASC1 inh,C diff HTS
C[C@@H]1CN([C@H](C)CO)C(=O)c2cccc(NC(=O)C3CCOCC3)c2O[C@@H]1CN(C)C(=O)NC1CCCCC1,5,-28,0.6,-2
Cc1ccc(S(=O)(=O)NCC[C@H]2CC[C@H](NC(=O)Nc3cccc(F)c3)[C@@H](CO)O2)cc1,-3,-2,-0.2,-4
CCCN1C[C@@H](C)[C@H](OC)CN(C)C(=O)c2ccc(NS(=O)(=O)c3ccccc3)cc2OC[C@@H]1C,8,-1,-0.6,·
CO[C@H]1CN(C)C(=O)c2ccc(NS(=O)(=O)c3ccccc3C)cc2OC[C@H](C)N(C)C[C@H]1C,-9,24,2.2,·
CCc1cnc(N2[C@@H](C#N)[C@@H](c3ccc(-c4cccc(F)c4)cc3)[C@@H]2CO)s1,1,108*,0.7,15
COc1ccc(CN(C)C[C@@H]2OCCCC[C@H](C)Oc3ccc(NC(=O)Nc4ccc5c(c4)OCO5)cc3C(=O)N([C@H](C)CO)C[C@H]2C)cc1,-52,52,-0.5,·
C[C@H](CO)N1C[C@H](C)[C@H](CN(C)S(=O)(=O)c2cccs2)OCCCC[C@H](C)Oc2ccc(NC(=O)Nc3ccc4c(c3)OCO4)cc2C1=O,-31,86*,14,-4
CN1CCN(C(=O)c2cc3c(c(-c4cccc(-c5ccccc5F)c4)n2)[C@H](CCO)N([S@@](=O)C(C)(C)C)C3)CC1,3,-2,-0.8,·
COCC(=O)NC[C@H]1[C@H](c2ccc(C3=CCCC3)cc2)[C@@H](CO)N1C(C)=O,-8,93,-0.2,0
COc1ccccc1CNC(=O)C[C@@H]1C=C[C@H](NC(C)=O)[C@@H](CO)O1,10,18,0.5,3
Cc1noc(C)c1NC(=O)NCC[C@H]1CC[C@H](NC(=O)Cc2cccnc2)[C@H](CO)O1,18,-41,0.3,4
COc1ccccc1-c1ccc2c(c1)[C@H]1[C@H](CCN1C(=O)C1CCOCC1)[C@@H](CO)N2,-23,100*,0.0,-11
C[C@@H]1CN([C@H](C)CO)C(=O)c2cccc(NC(=O)Nc3ccccc3)c2O[C@@H]1CN(C)C,-33,-24,-0.3,-5
COCC(=O)N1[C@@H](CO)[C@@H]2c3ccccc3N(C(=O)C3CC3)C[C@@H]21,-3,7,0.1,-2

# Copied from the list.
# CCc1cnc(N2[C@@H](C#N)[C@@H](c3ccc(-c4cccc(F)c4)cc3)[C@@H]2CO)s1 – GASC1 inh = 0.7
# CO[C@H]1CN(C)C(=O)c2ccc(NS(=O)(=O)c3ccccc3C)cc2OC[C@H](C)N(C)C[C@H]1C – Pf Dd2 inh = -9

# Compounds above with an aryl methoxy group:
SMILES,Pf Dd2 inh,Tcruzi prolif,GASC1 inh,C diff HTS
COc1ccc(CN2[C@@H]3CN(C(=O)C4CC4)c4ccccc4[C@@H]3[C@@H]2CO)cc1,-6,25,-0.8,-5
COc1ccc(CN(C)C[C@@H]2OCCCC[C@H](C)Oc3ccc(NC(=O)CCC(F)(F)F)cc3C(=O)N([C@@H](C)CO)C[C@H]2C)cc1,-45,28,-1.3,0
COc1ccc(S(=O)(=O)N(C)C[C@@H]2Oc3ncc(/C=C/c4ccccc4)cc3C(=O)N([C@H](C)CO)C[C@@H]2C)cc1,?,·,0.7,-5&10
COc1ccc(C(=O)Nc2ccc3c(c2)C(=O)N(C)C[C@H](OC)[C@H](C)CN(C)[C@H](C)CO3)cc1,18,-39,-1.1,2
COc1ccc(NC(=O)N[C@H]2CC[C@@H](CCNC(=O)CCN3CCCCC3)O[C@H]2CO)cc1,0,-30,-0.1,·
COc1ccc(C#Cc2ccc3c(c2)O[C@@H](CN(C)C)[C@@H](C)CN([C@@H](C)CO)S3(=O)=O)cc1,-54,51,-1.0,5
CCC(=O)N1C[C@@H](C)[C@H](OC)CN(C)C(=O)c2cc(NC(=O)c3ccc(OC)cc3)ccc2OC[C@H]1C,32,14,-0.7,0
COc1ccc(CN(C)C[C@@H]2OCCCC[C@H](C)Oc3ccc(NC(=O)Nc4ccc5c(c4)OCO5)cc3C(=O)N([C@H](C)CO)C[C@H]2C)cc1,-52,52,-0.5,·
COc1ccccc1CNC(=O)C[C@@H]1C=C[C@H](NC(C)=O)[C@@H](CO)O1,10,18,0.5,3
COc1ccccc1-c1ccc2c(c1)[C@H]1[C@H](CCN1C(=O)C1CCOCC1)[C@@H](CO)N2,-23,100*,0.0,-11
